SV40 large T antigen – TAg ATPase/helicase activity blockers – biochemical (AID 1903); inhibition, % at 20 µM, or IC50 in µM where a hit was titrated; hit rate 0.39% among 310,000; SV40 large T antigen ATPase/helicase inhibition assay; higher % means a stronger effect; in the data active means a potency from the dose series; further: strong numbers were not always called active
Rac1 GTP hydrolysis – MgcRacGAP GTPase-activating activity inhibitors, confirmation, biochemical, ADP Hunter fluorescence; MgcRacGAP-stimulated Rac1 GTP hydrolysis, ADP Hunter fluorescence; higher % means a stronger effect; GST-tagged Rac1 F28L mutant substrate; one-dose inhibition, % at 30 µM; IC50 in µM for titrated hits; hit rate 0.6% among 340,000;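 active means first-screen hits whose inhibition reached a set limit at any dose in the follow-up dose series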;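 further: fluorescence reports GDP produced by GAP-driven GTP hydrolysis; strong numbers were not always called active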
T cell modulator – T cell immune modulation candidate. 2C CD8+ T cell-vesicle binding, flow cytometry; hits give low values. calls only at 7 µM. hit rate 0.068% among 330,000. AID 2052;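 active means response, share of CD8 T cells binding vesicles, and their 90th percentile fluorescence all below set limits, cut at about 80% in these data, passing the limit was not always enough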
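material = purified 2C TCR transgenic mouse naive CD8+ T cells | controls = Unloaded micro-vesicles (low), QL9 vesicles with 0.7% DMSO (high) | detection = cytometric PE anti-B7-1 and Alexa647 anti-CD8 signals after 1% paraformaldehyde fixation | incubation = binding step 1.5 h, 37 °C, antibody labelling 20 min, ice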
NTR1 ag – agonists of NTR1, primary screen, imaging, U2OS cells, beta-arrestin-GFP, high content (AID 493036); hit rate 0.17% among 330,000; P30989; activation, % at 20 µM; NTR1-U2OS beta-arrestin-GFP spot imaging, agonist mode;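 active means activation at or above 40% of the spot to cytoplasm intensity ratio, with at least 20 cells analyzed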;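 further: 0% = DMSO without peptide and 100% = 100 nM NTR1 peptide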
Target sequence (P30989 whole entry, looked up): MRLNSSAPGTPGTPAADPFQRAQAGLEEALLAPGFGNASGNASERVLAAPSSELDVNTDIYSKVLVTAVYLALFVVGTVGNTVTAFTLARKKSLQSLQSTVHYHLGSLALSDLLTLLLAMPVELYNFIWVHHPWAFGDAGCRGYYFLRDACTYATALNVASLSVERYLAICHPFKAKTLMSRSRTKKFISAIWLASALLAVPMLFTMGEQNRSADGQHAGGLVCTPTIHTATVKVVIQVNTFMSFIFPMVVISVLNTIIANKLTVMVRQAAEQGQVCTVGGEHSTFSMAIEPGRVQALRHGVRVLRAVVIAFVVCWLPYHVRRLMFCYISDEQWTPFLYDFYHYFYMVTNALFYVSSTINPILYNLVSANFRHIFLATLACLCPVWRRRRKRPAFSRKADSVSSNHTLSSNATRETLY
T cell modulator vesicle-bound % – second read-out of T cell modulator, no call of its own (marks repeat the call); double positive events, %; measured here: CD8+ vesicle-bound cell fraction;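 binding gate set so that unloaded-vesicle control wells show 10% double positive cells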
NTR1 ag cell count 20 µM – second read-out of NTR1 ag, no call of its own (marks repeat the call); cell count; measured here: cell count, cytotoxicity flag
Active calls of the source: *; & = joins results of further samples. These rows are one share of the data; the hit share may differ from the screen's.

Screening CC(=O)O[C@@H]1/C=C/[C@](C)(O)C[C@@H](C)C/C=C/[C@H]2[C@H](O)C(C)=C(C)[C@H]3[C@H](Cc4ccccc4)NC(=O)[C@@]123 returned SV40 large T antigen 10%, T cell modulator inactive, NTR1 ag -2.3, T cell modulator vesicle-bound % 36 and NTR1 ag cell count 20 µM 75.
COc1ccc([C@@H](O)[C@@H](N)c2ccccc2)cc1 was read as SV40 large T antigen 13%, T cell modulator inactive, NTR1 ag -0.2, T cell modulator vesicle-bound % 36 and NTR1 ag cell count 20 µM 50.
`CCCN1CCC[C@@H]2Cc3nc(N)ncc3C[C@H]21` gave SV40 large T antigen 14%, T cell modulator inactive, NTR1 ag 1.0, T cell modulator vesicle-bound % 31 and NTR1 ag cell count 20 µM 56.
`CCC1C=CC=CC[C@H](C)[C@@H](O)[C@](C)(O)C(=O)[C@@H](C)[C@H](O)[C@@H](C)C(=O)[C@H](C)[C@@H](O)[C@H](C)C=CC(=O)OC2[C@@H](C)C(CC1)OC1(CC[C@@H](C)C(C[C@H](C)O)O1)[C@@H]2C` (stereo partly specified) gave SV40 large T antigen 1%, T cell modulator inactive, NTR1 ag 23, T cell modulator vesicle-bound % 12 and NTR1 ag cell count 20 µM 42.
For NC(Cc1cc(O)c(O)cc1O)C(=O)O (stereo unspecified) the results were SV40 large T antigen 54%, T cell modulator inactive, NTR1 ag 3.1, T cell modulator vesicle-bound % 23 and NTR1 ag cell count 20 µM 68.
For CC(C)S(=O)(=O)N1Cc2ccccc2-n2nncc2C1 the results were Rac1 GTP hydrolysis 12%.
`CS(=O)(=O)c1ccc(C2=C(CNC(=O)c3ccncc3)[C@H]3CC[C@@H](C2)N3Cc2ccccc2)cc1` gave Rac1 GTP hydrolysis -1%.
`CC(C)NC1C2CCC(CC2)C1(O)c1ccc(Cl)c(Cl)c1` (stereo unspecified) gave Rac1 GTP hydrolysis 6%.
`Cc1cc(C)c(C)c(C(O)(C(=O)O)c2ccccc2)c1C` (stereo unspecified) gave Rac1 GTP hydrolysis 2%.
Screening C=CCCC1(CC)C(=O)NC(=S)NC1=O returned Rac1 GTP hydrolysis -1%.
C=C1C(=O)OC2C1CCC(C)C1(O)C=CC(=O)C21C (stereo unspecified) was read as Rac1 GTP hydrolysis -8%.
Screening CC12CCC(=O)C=C1CC(O)C1C2CCC2(C)C1CCC2(C)O (stereo unspecified) returned Rac1 GTP hydrolysis 3%.
Screening COc1ccccc1N1CCN(CCc2c[nH]c3cc4c(cc23)OCO4)CC1 returned Rac1 GTP hydrolysis -4%.
`CCOC(=O)[C@]12Cc3ccccc3[C@H]1N(Cc1ccccc1)C(=O)c1ccccc12` gave Rac1 GTP hydrolysis -5%.
For CCC1CN1P(=O)(c1ccccc1)N1CC1CC (stereo unspecified) the results were Rac1 GTP hydrolysis 6%.
Screening CC(CC(C#N)(c1ccccc1)c1ccccc1)N1CCCCC1 (stereo unspecified) returned Rac1 GTP hydrolysis 4%.
`COC1C(O)C(C)OC(OC2CCC3(C=O)C(CCC4C3CCC3(C)C(C5=CC(=O)OC5)CCC43O)C2)C1O` (stereo unspecified) gave Rac1 GTP hydrolysis 1%.
Screening CC=C(C)C(=O)OC1CCN2CC=C(COC(=O)C(O)(C(C)OC)C(C)(C)O)C12 (stereo unspecified) returned Rac1 GTP hydrolysis 0%.
Screening O=[N+]([O-])c1cccc(NP(=O)(N2CC2)N2CC2)c1 returned Rac1 GTP hydrolysis 5%.
`Cc1cccc(OCC(O)CN2CC2)c1` (stereo unspecified) gave Rac1 GTP hydrolysis 8%.
`CN1CC[C@@]2(C)c3cc(O)ccc3N(C)[C@@H]12` gave Rac1 GTP hydrolysis 2%&1%.
Screening COC1C(O)C(C)OC(OC2CCC3(C)C(CCC4C3C(O)CC3(C)C(C5=CC(=O)OC5)CCC43O)C2)C1O (stereo unspecified) returned Rac1 GTP hydrolysis -3%.
`O=C(NCC1=C(c2cccc3ccccc23)C[C@@H]2CC[C@H]1N2Cc1ccco1)c1cccnc1` gave Rac1 GTP hydrolysis 18%.
`C[C@]12CCC3C(CC[C@H]4C[C@H](O)[C@H](O)C[C@]34C)C1CC[C@@H]2O` (stereo partly specified) gave Rac1 GTP hydrolysis -7%.
For Nc1cccc2c1Cc1cc([N+](=O)[O-])ccc1-2 the results were Rac1 GTP hydrolysis 2%.
C[C@@H]1CN([C@H](C)CO)C(=O)CCCn2nncc2CO[C@@H]1CN(C)C(=O)Oc1ccccc1 was read as Rac1 GTP hydrolysis 1%.
For Nc1ccc(Br)cc1 the results were Rac1 GTP hydrolysis -4%.
For C[C@]12CCC3C(CC[C@H]4[C@H](O)[C@H](O)CC[C@]34C)C1CC[C@@H]2O (stereo partly specified) the results were Rac1 GTP hydrolysis 6%.
For O=C(Cc1cc(=O)oc2cc(O)ccc12)NN=Cc1ccc(N(CCCl)CCCl)cc1 the results were Rac1 GTP hydrolysis -1%.
C=C(C)C1(CCCC)C(=O)NC(=S)NC1=O was read as Rac1 GTP hydrolysis 1%.

Next section (3 carried over from the part before).
For C[C@]12CCC3C(CC[C@H]4[C@H](O)[C@H](O)CC[C@]34C)C1CC[C@@H]2O (stereo partly specified) the results were Rac1 GTP hydrolysis 6%.
For O=C(Cc1cc(=O)oc2cc(O)ccc12)NN=Cc1ccc(N(CCCl)CCCl)cc1 the results were Rac1 GTP hydrolysis -1%.
C=C(C)C1(CCCC)C(=O)NC(=S)NC1=O was read as Rac1 GTP hydrolysis 1%.
CC(=O)O[C@H]1CC[C@]2(C)C3CC[C@@]4(C)C(C[C@@H](O)[C@@H]4O)C3[C@@H](OC(C)=O)C[C@H]2C1 (stereo partly specified) was read as Rac1 GTP hydrolysis 19%.
C[C@H]1CN([C@@H](C)CO)C(=O)CCCn2nncc2CO[C@@H]1CN(C)C(=O)Oc1ccccc1 was read as Rac1 GTP hydrolysis 15%.
For O=C(NCC1=C(c2cccc3ccccc23)C[C@@H]2CC[C@H]1N2Cc1ccco1)c1ccncc1 the results were Rac1 GTP hydrolysis 11%.
For Cc1cccc(CC(c2cccc(C)c2)N(C)C)c1 (stereo unspecified) the results were Rac1 GTP hydrolysis -5%.
Screening O=C1c2ccccc2-c2cc3ccccc3cc21 returned Rac1 GTP hydrolysis -2%.
For COc1cc2c(c(OC)c1O)-c1ccc(OC)c(=O)cc1C(NC(=O)C(F)(F)F)CC2 (stereo unspecified) the results were Rac1 GTP hydrolysis -1%.
For CN1[C@@H]2CCC[C@H]1CC(=O)C2 the results were Rac1 GTP hydrolysis 4%.
Cc1cc(N(CCCl)CCCl)ccc1C=Cc1ccncn1 was read as Rac1 GTP hydrolysis 3%.
Screening Nc1nc(N)c2cnnn2n1 returned Rac1 GTP hydrolysis 3%.
For O=C1NC(=O)C(Cc2ccccc2)(Cc2ccccc2)C(=O)N1Cc1ccccc1 the results were Rac1 GTP hydrolysis 2%.

Random excerpt: four entries already listed, in no set order.
CC(=O)O[C@H]1CC[C@]2(C)C3CC[C@@]4(C)C(C[C@@H](O)[C@@H]4O)C3[C@@H](OC(C)=O)C[C@H]2C1 (stereo partly specified) was read as Rac1 GTP hydrolysis 19%.
For CN1[C@@H]2CCC[C@H]1CC(=O)C2 the results were Rac1 GTP hydrolysis 4%.
Screening O=C1c2ccccc2-c2cc3ccccc3cc21 returned Rac1 GTP hydrolysis -2%.
For Cc1cccc(CC(c2cccc(C)c2)N(C)C)c1 (stereo unspecified) the results were Rac1 GTP hydrolysis -5%.

The listing continues.
For COc1cccc(CN2CCN(c3ccc(F)cc3)CC2)c1OC the results were Rac1 GTP hydrolysis 1%.
Screening O=C(/C=C/c1ccccc1)N1Cc2ccccc2-n2nncc2C1 returned Rac1 GTP hydrolysis 5%.
CC(C)(O)/C=C/C(=O)C(C)(O)C1C(O)CC2(C)C3CC=C4C(C=C(O)C(=O)C4(C)C)C3(C)C(=O)CC12C (stereo unspecified) was read as Rac1 GTP hydrolysis 8%.
C[C@]12CCC3C(CC[C@H]4[C@H](O)[C@H](O)CC[C@]34C)C1CCC2=O (stereo partly specified) was read as Rac1 GTP hydrolysis -1%.
Brc1ccc2[nH]cc(C=NN3CCCCCC3)c2c1 was read as Rac1 GTP hydrolysis -6%.
Screening CC1CN2C(=O)C1(c1ccccc1)C(=O)NC2=S (stereo unspecified) returned Rac1 GTP hydrolysis 6%.
For N#C/C(=C\c1ccc(O)cc1)C(=O)O the results were Rac1 GTP hydrolysis 10%.
Screening O=C(O)CCCOc1ccc(Cl)cc1Cl returned Rac1 GTP hydrolysis 8%.
O=C(O)C1CC2(Cl)C(Cl)=C(Cl)C1(Cl)C2(Cl)Cl (stereo unspecified) was read as Rac1 GTP hydrolysis -1%.
For CC(=O)OC1(C)CC(C)C(=O)C(C(O)CC2CC(=O)NC(=O)C2)C1 (stereo unspecified) the results were Rac1 GTP hydrolysis -2%.
For N#CC1c2ccccc2-n2nncc2CN1S(=O)(=O)c1ccc(Cl)cc1 (stereo unspecified) the results were Rac1 GTP hydrolysis 2%.
For CC(=O)Nc1ccc(C=C2C(=O)NC(=O)NC2=O)cc1 the results were Rac1 GTP hydrolysis 16%.
Screening Cc1ccccc1C(=O)N1CC1C (stereo unspecified) returned Rac1 GTP hydrolysis 7%.
Screening CN1C(=O)NC(=O)C(N=Nc2ccc(Cl)cc2)C1=O (stereo unspecified) returned Rac1 GTP hydrolysis 3%.
For CC(=O)N(C)C1=Nc2ccc(Cl)cc2C(c2ccccc2)=[N+]([O-])C1 the results were Rac1 GTP hydrolysis 0%.
`COc1cc2c(cc1OC)C13CCN4CC5=CCOC6CC(=O)N2C1C6C5C3C4` (stereo unspecified) (tested in a mixture with another compound) gave Rac1 GTP hydrolysis 7%.
For S=C(N1CCCCCC1)N1CC1 the results were Rac1 GTP hydrolysis -2%.
For COc1ccc(NP2(=O)NCCCN2)cc1 the results were Rac1 GTP hydrolysis 10%.
CN(CC=CCN(C)P(=S)(N1CC1)N1CC1)P(=S)(N1CC1)N1CC1 was read as Rac1 GTP hydrolysis -1%.
`Cc1ccccc1NC(=O)N1Cc2ccccc2-n2nncc2C1` gave Rac1 GTP hydrolysis 11%.
`CC1CNCCN1c1ccc(Cl)cc1` (stereo unspecified) gave Rac1 GTP hydrolysis -10%.
`CC(=O)OC1CC2(O)C3CCC4CC(O)CCC4(C)C3CCC2(C)C1C1=CC(=O)OC1` (stereo unspecified) gave Rac1 GTP hydrolysis -1%.
Screening Nc1ccc(Cl)c(Cl)c1 returned Rac1 GTP hydrolysis -3%.
Screening CCOC(=O)[C@]12Cc3cc(C)ccc3[C@H]1N(Cc1ccccc1)C(=O)c1ccccc12 returned Rac1 GTP hydrolysis 5%.
`CCOCC1(CCc2ccccc2)C(=O)NC(=S)NC1=O` gave Rac1 GTP hydrolysis -5%.
COc1cc(C(=O)NN=Cc2ccc(N(CCCl)CCCl)cc2)cc(OC)c1OC was read as Rac1 GTP hydrolysis 8%.
O=C1CC(N2CC2)C(=O)N1c1ccccc1 (stereo unspecified) was read as Rac1 GTP hydrolysis 12%.
`CC(=O)OC1C(=O)OCC23CCC4(C)OC4C2OC2CC(OC(=O)C=CC=CC(=O)OCCC1C)C3(C)C21CO1` (stereo unspecified) gave Rac1 GTP hydrolysis 2%.
`C[C@H](CO)N1C[C@H](C)[C@H](CN(C)C(=O)Oc2cccc3ccccc23)OCc2cnnn2CCCC1=O` gave Rac1 GTP hydrolysis -1%.
`C#C[C@]1(O)CCC2C3C(=O)C=C4C(Cl)=CCC[C@]4(C)C3CC[C@@]21C` (stereo partly specified) gave Rac1 GTP hydrolysis 8%.
`CC(=O)Nc1ccc(S(=O)(=O)N2Cc3cnnn3-c3ccccc3C2C#N)cc1` (stereo unspecified) gave Rac1 GTP hydrolysis 8%.
CC1OC(OC2C=C3CCC4C(CCC5(C)C(c6ccc(=O)oc6)CCC45O)C3(C)CC2)C(O)C(OC2OC(CO)C(O)C(O)C2O)C1O (stereo unspecified) was read as Rac1 GTP hydrolysis -6%.
CC1CCN(C(CC(=O)c2ccccc2)C(=O)c2ccccc2)CC1 (stereo unspecified) was read as Rac1 GTP hydrolysis 0%.
COC1=CC2C3Cc4ccc(OC)c(O)c4C2(CCN3C)CC1=O (stereo unspecified) was read as Rac1 GTP hydrolysis 6%, T cell modulator inactive and T cell modulator vesicle-bound % 39.
Screening Cn1cc(C(=O)OCC(=O)NC2(C#N)CCCCC2)c2ccccc21 returned Rac1 GTP hydrolysis 3%, NTR1 ag -0.5 and NTR1 ag cell count 20 µM 69.
`COC(=O)C1=C(c2cccc(OC)c2OC)C[C@@H]2CC[C@H]1N2C(=O)N1CCC(O)CC1` gave SV40 large T antigen 4%, Rac1 GTP hydrolysis 1%, NTR1 ag -0.4 and NTR1 ag cell count 20 µM 70.
